PhoP GFP inhibition: PhoP regulon inhibitors, Salmonella typhi PhoP promoter GFP reporter, confirmatory (AID 1850). Salmonella Typhi PhoP-promoter GFP reporter, fluorescence, 4 h; higher % means a stronger effect. 310,000 compounds, 0.33% hits. one-dose inhibition, % at 50 µM; IC50 in µM for titrated hits; in the data active means a potency from the dose series; inconclusive means inhibition mostly from about 25% at the one dose, without a potency; inactive means the rest, 99 in 100 with inhibition below about 19%;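 further: 0% = induced wells with vehicle and 100% = uninduced wells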
VEEV TC-83 Vero: inhibitors of VEEV TC-83 cytopathic effect, confirmation, Vero cells (AID 588727); 350,000 compounds, 0.13% hits; inhibition, % at 20 µM; hits with a dose series show IC50 in µM; Vero cells, VEEV TC-83 cytopathic effect inhibition; higher % means a stronger effect; in the data active means a potency from the dose series; inconclusive means inhibition mostly from about 14% at the one dose, without a potency; inactive means the rest, 99 in 100 with inhibition below about 12%; further: strong numbers were not always called active
tuberculosis growth: growth inhibition of non-replicating M. tuberculosis (AID 488890); Mycobacterium tuberculosis non-replicating, growth inhibition; higher % means a stronger effect; 320,000 compounds, 0.39% hits; inhibition, % at 25 µM; hits with a dose series show IC50 in µM; in the data active means a potency from the dose series; inconclusive means inhibition mostly from about 82% at the one dose, without a potency; inactive means the rest, 99 in 100 with inhibition below about 76%;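 further: plate controls were DMSO cells for no effect and high antibiotic wells for full effect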
M. tuberculosis HTS: M. tuberculosis growth inhibition, HTS (AID 449762). M. tuberculosis H37Rv growth inhibition, 7H9 media; higher % means a stronger effect. inhibition, % at 25 µM; hits with a dose series show IC50 in µM. 330,000 compounds, 0.59% hits; in the data active means a potency from the dose series; inconclusive means inhibition above about 70% without an active follow-up result;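 further: bacterial growth assessed after seven days of incubation; strong numbers were not always called active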
H1N1 NS1A inhibition: H1N1 influenza NS1A inhibitors, functional cell based assay (AID 504329) | NS1A functional cell-based assay, percent inhibition; higher % means a stronger effect | inhibition, % at 12.5 µM; hits with a dose series show IC50 in µM | 340,000 compounds, 0.3% hits; in the data active means a potency from the dose series; inconclusive means inhibition above about 27% without an active follow-up result; further: strong numbers were not always called active
VEEV TC-83 Vero 10K pilot screen: also measured in VEEV TC-83 Vero; calls as there; inhibition, %; measured here: 10K pilot screen inhibition
The depositor's hits bear a star; i = inactive; ? = inconclusive; · = not tested or not shown; & = joins results of further samples.

SMILES | PhoP GFP inhibition | VEEV TC-83 Vero | tuberculosis growth | M. tuberculosis HTS | H1N1 NS1A inhibition | others
O=C(Nc1ccc(N2CCOCC2)cc1)C1CC1 | -3.8% | 0.7% | -10.3% | -20.2% | 3.4%
O=C(c1cc(-c2ccccc2Cl)nc2ccccc12)N1CCN(c2ccccc2O)CC1 | 2.1% | 11.3% | 12.0% | ? | -1.5%
Cc1nc2cc(C(F)(F)F)ccc2n1C1CCN(CC(=O)NC(C)(C)C)CC1 | -5.6% | 1.0% | 12.0% | -0.2% | -4.7%
O=C(C(=O)N1CCOCC1)c1c[nH]c2ccccc12 | -0.6% | 0.7% | -18.1% | -2.0% | -3.0%
Cn1cnnc1SCC(=O)Nc1ccc(OCc2ccccc2)cc1 | 8.2% | i | 17.7% | -2.8% | 11.1%
CCOc1ccc(-n2c(=O)c3c(C)c(C)sc3n(CC(=O)NCc3ccco3)c2=O)cc1 | -10.0% | 4.5% | -10.0% | -13.1% | 7.4%
Cc1cccc(C(=O)NC(=S)NNC(=O)c2cccs2)c1 | -3.4% | i | ? | ? | 2.7%
CC(C)CC(=O)Nc1ccc2nn(-c3ccccc3)nc2c1 | 1.9% | 5.6% | 66.5% | 70.2% | -4.1%
Cc1ccc2sc(NC(=O)CN3C(=O)CCC3=O)nc2c1C | -11.1% | 0.0% | · | -2.7% | 7.4%
O=C(CN1C(=O)CSc2ncccc21)NCCN1CCOCC1 | -2.5% | 1.7% | · | 1.6% | 6.9%
CCc1cc(C(=O)c2ccc(OC)cc2)c(NC(=O)COCC(=O)O)s1 | 3.1% | i | -7.3% | -1.2% | -0.3%
CC1CCCC(C)N1C(=O)CN1CCN(c2nc(-c3ccc(F)cc3)cs2)CC1 (stereo not drawn) | -10.7% | i | 27.9% | 20.9% | 5.2%
CC(=O)N1CCCN(Cc2cn(-c3cccc(C)c3)nc2-c2cccc(F)c2)CC1 | -4.9% | 1.9% | 7.3% | 4.9% | 4.7%
CCN(C(=O)CCN1C(=O)c2ccccc2S1(=O)=O)c1ccccc1 | 0.9% | i | -7.2% | -5.5% | -3.6%
CC(C)OC(=O)C1C(=O)CC(C)(O)C(C(=O)OC(C)C)C1c1ccc([N+](=O)[O-])cc1 (stereo not drawn) | -8.2% | 4.6% | -4.6% | 13.7% | 7.5%
O=C(Nc1cnc2ccccc2c1)N1CCOCC1 | -5.5% | 2.7% | -7.1% | -5.8% | -0.9%
CN(C)c1cc(=O)n2c(n1)SCCC2 | 5.0% | 0.7% | -11.2% | -9.8% | 2.5%
O=C(C1CCC1)N1CCN(c2ccc(C(F)(F)F)cc2[N+](=O)[O-])CC1 | -3.5% | 4.7% | 22.7% | 10.2% | -4.9%
Cn1c(SCC(=O)Nc2ccccc2F)nnc1-c1cc2ccccc2o1 | 5.0% | 5.4% | 4.6% | 0.3% | -3.8%
COc1ccc(CN2CCc3ccc(NC(=O)c4ccncc4)cc3C2)c(F)c1 | -2.5% | 6.7% | 8.9% | 3.9% | -2.3%
CC(CCc1ccccc1)NC(=O)C1CCN(c2nnc(-n3cccc3)s2)CC1 (stereo not drawn) | -16.4% | 0.6% | · | 1.2% | 0.2%
CC12CCC(=O)N1C(C(=O)Nc1nc(-c3ccc(F)cc3)cs1)CS2 (stereo not drawn) | -6.9% | 4.2% | -6.9% | 1.3% | 3.5%
CCN(CC)C(=O)c1[nH]cnc1C(=O)NCc1ccc(CNC(=O)OC(C)(C)C)cc1 | · | 1.1% | 65.6% | -4.2% | -10.0%
CCN1CCN(C(c2cc(OC)ccc2OC)c2nnnn2Cc2ccccc2)CC1 (stereo not drawn) | -2.0% | i | 18.0% | -2.7% | -5.5%
COc1ccc(C)cc1NC(=O)c1ccc(CN2CCc3ccccc3C2)cc1 | 3.9% | i | 42.4% | 15.2% | 6.9%
COc1ccccc1NC(=O)/C(=N/OCc1ccc(C#N)cc1)C(C)=O | -10.5% | 1.4% | 2.7% | 10.3% | ·
CCCOc1ccc(C(=O)NCC2OCCc3ccccc32)cc1OC (stereo not drawn) | -11.8% | 0.9% | -1.1% | -3.4% | -3.8%
N#C/C(=C\c1ccc(O)c(O)c1)C(=O)NCCCc1ccccc1 | 4.3%&19.3% | 1.9% | 51.3% | 15.7% | 7.3%
CCN(CC)c1ccc(/C=C2\CCC(/C=N/NC(=O)c3ccc(=O)n(C)c3)=C2N2CCOCC2)cc1 | 2.1% | 1.7% | -5.5% | 10.8% | 11.2% | VEEV TC-83 Vero 10K pilot screen=5.1
CCN(c1ccccc1)S(=O)(=O)c1nnc(NC(=O)c2ccccc2OC)s1 | -7.4% | 5.8% | · | -1.4% | 2.0%

Two records drawn at random from those above, as already listed:
SMILES | PhoP GFP inhibition | VEEV TC-83 Vero | tuberculosis growth | M. tuberculosis HTS | H1N1 NS1A inhibition | others
CCc1cc(C(=O)c2ccc(OC)cc2)c(NC(=O)COCC(=O)O)s1 | 3.1% | i | -7.3% | -1.2% | -0.3%
Cn1cnnc1SCC(=O)Nc1ccc(OCc2ccccc2)cc1 | 8.2% | i | 17.7% | -2.8% | 11.1%

(next part)
SMILES | PhoP GFP inhibition | VEEV TC-83 Vero | tuberculosis growth | M. tuberculosis HTS | H1N1 NS1A inhibition | others
COc1ccc2[nH]c(C)c(CCNC(=S)Nc3ccc(C)cc3)c2c1 | -6.6% | 0.4% | -2.1% | 16.7% | 11.1%
COc1cccc(C2=NOC(C(=O)Nc3ccc(OC)c(OC)c3)C2)c1 (stereo not drawn) | 4.5% | 2.8% | -2.6% | -0.3% | -5.4%
COn1c(SCc2cccnc2)nc2ccccc2c1=O | 0.0% | 0.9% | 3.4% | -5.0% | 6.7%
Cc1ccsc1/C=N/n1c(-c2cc(-c3ccccc3)n[nH]2)n[nH]c1=S | -18.5% | 10.6% | -6.9% | -1.6% | -21.0%
CC(=O)[C@@]1(O)C(C)CC2C3C=C(C)C4=Cc5c(cnn5-c5ccccc5)C[C@]4(C)C3C(O)C[C@@]21C (stereo partly drawn) | -3.8% | 5.4% | 15.6% | 5.6% | 7.2%
O=C1CC(c2ccc(F)cc2)Sc2ccccc2N1 (stereo not drawn) | 7.5% | 0.1% | 2.5% | -0.9% | 2.4%
Cc1ccccc1NC(=O)COC(=O)CCc1nc2ccccc2c(=O)[nH]1 | -6.3% | 1.2% | -9.3% | -6.2% | -1.1%
O=C(CSc1nnc(-c2cccs2)o1)N1CCCCC1 | 0.6% | 0.6% | ? | 57.9% | 2.4%
O=C(COC(=O)C1(c2ccc(Cl)cc2)CCCC1)N1CCc2ccccc21 | 6.5% | i | -6.7% | 4.2% | -3.7%
O=C(CSc1nc(NS(=O)(=O)c2ccccc2)cc(=O)[nH]1)Nc1ccc(F)cc1 | 0.1% | 6.2% | 7.4% | -1.2% | -3.3%
Cc1ccc(C(=O)OCC(=O)c2c(N)n(C)c(=O)n(C)c2=O)cc1S(=O)(=O)N1CCCCC1 | -0.5% | 2.7% | 9.6% | -2.8% | 8.8%
O=C(COc1cc2oc(=O)cc(-c3ccccc3)c2cc1Cl)NCc1ccccn1 | 13.4% | i | 8.6% | 10.3% | 0.9%
CNC(=O)c1cc2c(ccc3ccccc32)oc1=N | -13.6% | · | 64.6% | 7.2% | ·
CC(C)CC1(C)CNC(=O)NC1 | · | 0.1% | · | · | -20.1%
Cc1ccc(S(=O)(=O)NC2CCCC(C(=O)O)C2)cc1 (stereo not drawn) | -0.3% | 2.5% | -6.2% | -0.1% | 7.8%

A run of entries taken from the entries so far, as a working copy:
SMILES | PhoP GFP inhibition | VEEV TC-83 Vero | tuberculosis growth | M. tuberculosis HTS | H1N1 NS1A inhibition | others
COc1ccc2[nH]c(C)c(CCNC(=S)Nc3ccc(C)cc3)c2c1 | -6.6% | 0.4% | -2.1% | 16.7% | 11.1%
COc1cccc(C2=NOC(C(=O)Nc3ccc(OC)c(OC)c3)C2)c1 (stereo not drawn) | 4.5% | 2.8% | -2.6% | -0.3% | -5.4%
COn1c(SCc2cccnc2)nc2ccccc2c1=O | 0.0% | 0.9% | 3.4% | -5.0% | 6.7%
Cc1ccsc1/C=N/n1c(-c2cc(-c3ccccc3)n[nH]2)n[nH]c1=S | -18.5% | 10.6% | -6.9% | -1.6% | -21.0%
CC(=O)[C@@]1(O)C(C)CC2C3C=C(C)C4=Cc5c(cnn5-c5ccccc5)C[C@]4(C)C3C(O)C[C@@]21C (stereo partly drawn) | -3.8% | 5.4% | 15.6% | 5.6% | 7.2%

The list continues:
SMILES | PhoP GFP inhibition | VEEV TC-83 Vero | tuberculosis growth | M. tuberculosis HTS | H1N1 NS1A inhibition | others
O=C1CN(C(=O)COC(=O)CCC(=O)c2ccc(F)cc2)c2ccccc2N1 | · | 1.4% | -4.4% | -6.6% | -2.3%
O=C(Cn1cnc2cc([N+](=O)[O-])ccc2c1=O)NCc1ccc(Cl)cc1 | 1.5% | 0.5% | 10.1% | 6.2% | 3.4%
Cc1ccc(S(=O)(=O)N(C)C)cc1NC(=O)c1cncc(Br)c1 | -4.8% | >25µM* | 1.5% | -3.8% | 9.1%
COC(=O)N(c1ccc(OC)cc1)P1(=S)OCCC(C)O1 (stereo not drawn) | 6.8% | 2.8% | ? | 24.1% | 5.5%
COc1ccc(/C(O)=C2/C(=O)C(=O)N(Cc3cccnc3)C2c2ccncc2)cc1F (stereo not drawn) | -3.5% | i | -6.4% | -1.6% | 1.9%
CCc1cc2ccc(C)cc2nc1SCC(=O)Nc1c[nH]c(=O)[nH]c1=O | -7.6% | 1.0% | 5.5% | 0.6% | 2.5%
O=C(c1ccccc1)N(Cc1ccccc1)Cc1ccccc1 | 0.7% | 1.2% | 13.7% | 8.2% | -3.1%
COc1cccc(Nc2nc3ccccc3n2C(C)C)c1 | -7.6% | i | 15.4% | -1.1% | -4.0%
O/N=C1\CCCc2ccc(Cl)cc21 | -1.8% | i | 25.5% | 2.9% | 4.0% | VEEV TC-83 Vero 10K pilot screen=1.1
CCOc1ccccc1N1CCN(CC(O)COCc2cccs2)CC1 (stereo not drawn) | 11.5% | i | 0.0% | 7.0% | -3.0%
COc1ccc2c(C)cc3nnnn3c2c1 | 0.4% | 0.8% | -5.5% | -1.5% | -2.7%
CCOc1ccccc1NC(=O)C1CCCN(S(=O)(=O)c2ccccc2)C1 (stereo not drawn) | -0.6% | 11.2% | 14.1% | 1.2% | 4.7%
COc1cccc(OC)c1OCCNCC1CSc2ccccc2O1 (stereo not drawn) | -11.9% | 0.6% | 8.9% | 3.6% | 5.4%
CCCN(CC(=O)Nc1cccc(S(N)(=O)=O)c1)CC(=O)Nc1ccc(F)c(F)c1F | -5.9% | 4.2% | 2.3% | -1.5% | 8.3%
CCN(CC)S(=O)(=O)c1ccc(/C=C/C(=O)OCC(=O)NC(=O)C2COc3ccccc3O2)cc1 (stereo not drawn) | · | 1.1% | 12.7% | 9.7% | 2.9%
CCCCN(CCCC)c1nc(OC)nc(-n2nnc(C(C)=O)c2C)n1 | 5.3% | 5.7% | 21.6% | 5.6% | -8.9%
Cc1cc([N+](=O)[O-])nn1CC(=O)N(C)C1CCCCC1 | 5.2% | 0.8% | -6.8% | -2.4% | -2.7%
Cc1ccccc1-c1nc(CS(=O)(=O)CC(=O)Nc2cc(F)ccc2F)c(C)o1 | 3.9% | 1.0% | 0.1% | -4.7% | -0.6% | VEEV TC-83 Vero 10K pilot screen=1.4
C=CCOc1ccc(CNCc2cccnc2)cc1OCC | 11.6% | 0.1% | 10.1% | 3.0% | -11.3%
Cc1ccc(NCCC(=O)c2cccs2)cc1Cl | 8.9% | 1.2% | 3.56µM* | ? | 12.7%
COc1ccc(C(=O)Nc2ccc(Cl)c(S(=O)(=O)Nc3ccccc3OC)c2)cc1 | -2.4% | 9.4% | 22.3% | 13.3% | -3.5%
Brc1ccc2ncc3ccccc3c2c1 | · | 2.5% | · | · | -6.8%
CC(=O)c1ccc(NS(=O)(=O)c2ccc([N+](=O)[O-])cc2)cc1 | · | 0.5% | · | · | 3.0%
COc1cc(/C=C/C(=O)c2cccc([N+](=O)[O-])c2)cc(OC)c1OC | -1.0% | 12.7% | ? | ? | 3.6%
